# Assay outcomes: PubChem, several laboratories
# TROY signal inh: TROY signaling inhibition | Q293 LMP1-TROYcd NF-kB luciferase reporter, 4 h | inhibition, % at 10 µM | 360,000 compounds, 0.98% hits | AID 1347056;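 active = compounds whose plate-normalised and pattern-corrected inhibition of the luciferase reporter signal at the single screening dose is 50% or more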
# NCOA2 inhibitor: inhibits human steroid receptor coactivator 2. 370,000 compounds, 0.17% hits. HEK293 GAL4-SRC2 luciferase reporter, luminescence. AID 651957. Q15596. inhibition, % at 9 µM;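 active = inhibition above the mean inhibition of all tested compounds plus 3 SD, set per campaign, cut at about 52% in these data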;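 note: 0% = DMSO treated cells and 100% = cells given Gossypol at 36 µM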
# SRC3 inh: inhibits human SRC3 coactivator. HEK293 GAL4-SRC3 luciferase reporter, luminescence. 360,000 compounds, 0.17% hits. Q9Y6Q9. inhibition, % at 3.6 µM. AID 588352;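 active = inhibition above a per-campaign cutoff, the mean of all compounds plus 3 SD, cut at about 60% in these data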;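 note: 0% = DMSO-treated cells and 100% = gossypol-treated cells at 36 µM; higher means less SRC3-driven luciferase light from the GAL4 reporter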
# NR5A2 inv ag: suppresses constitutive activity of human LRH-1 | O00482 | HEK293T StAR-luciferase reporter, LRH-1 transfected, 24 h | inhibition, % at 3.6 µM | 360,000 compounds, 0.13% hits | AID 602396;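 active = inhibition above the mean inhibition of all tested compounds plus 3 SD, cut at about 73% in these data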;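 note: 0% = DMSO wells and 100% = reporter-only cells lacking LRH-1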
# Target sequence (O00482 whole entry, looked up): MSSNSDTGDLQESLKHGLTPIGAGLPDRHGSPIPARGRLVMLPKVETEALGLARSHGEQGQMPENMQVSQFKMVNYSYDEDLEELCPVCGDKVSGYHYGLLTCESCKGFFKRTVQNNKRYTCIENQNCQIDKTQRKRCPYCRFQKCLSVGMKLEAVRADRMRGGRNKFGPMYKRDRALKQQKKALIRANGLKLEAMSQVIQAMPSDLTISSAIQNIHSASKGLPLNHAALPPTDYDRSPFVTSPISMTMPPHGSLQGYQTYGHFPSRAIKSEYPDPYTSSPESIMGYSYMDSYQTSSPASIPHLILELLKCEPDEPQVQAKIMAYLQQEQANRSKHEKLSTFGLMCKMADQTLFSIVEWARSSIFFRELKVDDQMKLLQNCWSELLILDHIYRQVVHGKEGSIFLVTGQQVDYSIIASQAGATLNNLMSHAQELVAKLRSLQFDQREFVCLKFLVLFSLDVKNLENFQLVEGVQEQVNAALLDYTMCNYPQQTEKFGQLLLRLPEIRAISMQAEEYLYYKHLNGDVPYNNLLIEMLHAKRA
# TWEAK Fn14 block: TWEAK-Fn14 signaling inhibition; TWEAK-stimulated Fn14 reporter cells, luciferase luminescence, 8 h; inhibition, % at 10 µM; 360,000 compounds, 2% hits; AID 1159606; in the data active = inhibition above about 50%
# TLR9-MyD88 inh: TLR9-MyD88 interaction inhibition; 340,000 compounds, 0.21% hits; inhibition, % at 4.98 µM; CHO BLA complementation TLR9-MyD88, CCF4 FRET ratio;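 active = inhibition above the mean over all tested compounds plus 3 SD, cut at about 21% in these data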;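 note: 0% = DMSO only wells and 100% = clavulanate BLA inhibitor control wells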
# TRAIL sens C8: caspase-8 TRAIL sensitization; NB7+C8 cells + TRAIL, ATPlite viability luminescence; inhibition (viability loss, TRAIL sensitization), % at 10 µM; 360,000 compounds, 1% hits; AID 624354;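 active = compounds causing at least 50% loss of cell viability in the single-dose screen, relative to plate controls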
# NOD2-RIPK2 inh: NOD2-RIPK2 protein interaction inhibition | O43353 | CHO BLA complementation NOD2-RIPK2, CCF4 ratio | inhibition, % at 4.98 µM | 360,000 compounds, 0.38% hits; in the data active = inhibition above about 21%;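 note: 0% = vehicle only and 100% = reference blocker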
# LMP1 NFkB inh: reduces LMP1-driven NF-kappaB luciferase signal; LMP1-induced NF-kappaB luciferase reporter cells, luminescence; inhibition, % at 12.5 µM; 350,000 compounds, 0.69% hits; AID 504558; in the data active = inhibition above about 41%;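 note: 0% = neutral control wells and 100% = reference inhibitor control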
# COUP-TFII inh: inhibitors of human COUP-TFII (NR2F2); P24468; HEK293T NGFI-A luciferase reporter, luminescence; inhibition, % at 8.6 µM; 370,000 compounds, 0.7% hits; AID 686940;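 active = inhibition above a per-plate cutoff, mean inhibition of test wells between control levels plus 3 SD, cut at about 38% in these data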;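 note: cells cotransfected with COUP-TFII expression vector driving the NGFI-A reporter; 0% = median of COUP-TF2 test wells and 100% = reporter-only cells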
# Target sequence (P24468 whole entry, looked up): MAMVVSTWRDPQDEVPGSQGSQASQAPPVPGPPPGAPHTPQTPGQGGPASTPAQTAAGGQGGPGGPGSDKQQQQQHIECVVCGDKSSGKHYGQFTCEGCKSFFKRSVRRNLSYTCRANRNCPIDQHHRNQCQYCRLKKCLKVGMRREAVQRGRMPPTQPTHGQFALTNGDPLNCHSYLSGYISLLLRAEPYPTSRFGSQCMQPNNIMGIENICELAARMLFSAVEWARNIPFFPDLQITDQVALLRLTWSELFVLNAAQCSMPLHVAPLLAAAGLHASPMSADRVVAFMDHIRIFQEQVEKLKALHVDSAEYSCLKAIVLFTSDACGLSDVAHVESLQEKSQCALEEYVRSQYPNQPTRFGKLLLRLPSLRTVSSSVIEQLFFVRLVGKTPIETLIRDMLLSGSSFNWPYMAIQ
# SRC1 inh: human NCOA1 inhibition | HEK293 GAL4-SRC1 luciferase reporter, luminescence | inhibition, % at 3.6 µM | 360,000 compounds, 0.12% hits | AID 588354;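 active = inhibition above the campaign mean plus 3 SD, with each screening campaign given its own cutoff, cut at about 60% in these data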;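 note: 0% = DMSO treated cells and 100% = gossypol at 36 µM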
# The depositor's hits bear a star; / = not tested or not shown.
SMILES,TROY signal inh,NCOA2 inhibitor,SRC3 inh,NR5A2 inv ag,TWEAK Fn14 block,TLR9-MyD88 inh,TRAIL sens C8,NOD2-RIPK2 inh,LMP1 NFkB inh,COUP-TFII inh,SRC1 inh
COc1cccc(N2CCN(Cc3nc4scc(-c5ccccc5)c4c(=O)[nH]3)CC2)c1,29,11,16,13,17,4,-7,0,11,19,-1
O=C(O)c1cccnc1C(=O)O,-9,16,24,0,4,7,-10,0,-9,0,4
C[C@@H](CN=[N+]=[N-])CN1CC[C@H](NC(=O)OCc2ccccc2)CCC1=O,-5,-31,2,-4,-2,5,1,6,4,-8,4
COc1ccc(S(=O)(=O)N2CCOCC2)c2ccccc12,4,3,-8,8,5,-10,-7,3,0,-14,-22
NCCC(=O)NC[C@H]1O[C@@H](n2cnc3c(N)ncnc32)[C@H](O)[C@@H]1O,-7,-2,11,14,-21,-5,-5,-13,-2,-13,9
Cc1ccc(Cl)cc1NC(=O)Cn1c(C)csc1=O,-16,-13,-10,5,-3,0,-8,3,-4,6,-16
COc1ccc(C2/C(=C(/O)c3ccccc3)C(=O)C(=O)N2CO)cc1 (centres undefined),-26,-20,-26,-9,-9,2,2,-6,-3,-21,-10
COc1cc(Cl)c(C)cc1NC(=O)CSc1nnc(-c2ccco2)n1CC(C)C,3,1,-7,10,14,-9,-6,-3,-3,-5,8
CCOc1cc(CN2CCCC(CO)(Cc3ccc(F)cc3F)C2)ccc1OC (centres undefined),-8,-2,10,-9,-3,-16,-14,1,-5,17,-50
CCC(=O)Nc1cccc(C(=O)/C=C/c2cc(Br)ccc2OC)c1,6,64*,79*,73*,94*,-5,-30,0,67*,10,49
Cc1cccc(S(=O)(=O)c2c(N)n(/N=C/c3ccccc3)c3nc4ccccc4nc23)c1,-12,10,2,1,16,-2,-10,-4,1,3,6
O=C(CCc1c[nH]c2ccccc12)NCc1cccc(Cl)c1,-2,6,-16,1,14,0,-6,0,-5,5,2
COc1cccc(CCC(=O)N2CCC(n3nccc3NC(=O)CC(C)C)CC2)c1,0,0,-29,-10,-11,3,-7,-1,1,-42,0
O=C(Nc1ccccc1C(=O)O)c1cccc(NC(=O)c2ccccc2Cl)c1,2,-25,10,-1,13,-2,-3,-2,-1,0,-20
O=C(O)CC1CCC(=C(Cl)Cl)C1 (centres undefined),-5,11,5,10,5,6,-8,-5,-24,3,4
Cc1ccc(NC(=S)N2CCC(N(C)CC3CCCO3)CC2)c(C)c1 (centres undefined),14,-5,0,22,11,-11,1,4,-2,11,-7
O=C(Nc1ccccc1F)C(c1ccccc1)c1ccccc1,-2,-5,9,2,-24,7,-5,-18,-11,12,-1
FCCCOc1ccc(-c2nccc(-c3ccc(F)cc3)n2)cc1,-23,-19,8,-44,-27,-1,-1,-11,-6,2,4
COc1ccccc1C(=O)ON=C1c2ccccc2-c2ccccc21,-46,8,13,9,25,-12,-5,-2,0,-2,-1
CO/N=C/NC(=O)c1cn(-c2ccc(F)cc2)c(=O)c2ccccc12,-5,16,10,8,11,5,-2,-1,-3,14,6
Cc1ccc(N2CC(C(=O)Nc3nc4ccc(S(C)(=O)=O)cc4s3)CC2=O)cc1 (centres undefined),-3,-13,4,41,13,6,5,-4,-1,-5,-3
CC(C)(C)C1CCNC(=O)CC1 (centres undefined),6,10,10,-19,-5,-2,-9,7,2,7,-3
FC(F)(F)c1ccccc1Cc1c(-c2cccc(Cl)c2)nc2c3ccccc3ccn12,-64,-54,/,-17,-17,/,9,9,/,-15,/
Cc1ccc(NC(=O)CCCC2CCCCC2)c(O)c1,-73,-66,-63,-50,-23,2,-4,0,-29,-25,-81
CCOCCCNC(=O)c1cc2c(=O)n3cccc(C)c3nc2s1,-1,-17,0,0,-4,-1,-15,-25,-4,-22,6

# (next part)
SMILES,TROY signal inh,NCOA2 inhibitor,SRC3 inh,NR5A2 inv ag,TWEAK Fn14 block,TLR9-MyD88 inh,TRAIL sens C8,NOD2-RIPK2 inh,LMP1 NFkB inh,COUP-TFII inh,SRC1 inh
CCCCn1cc(S(=O)(=O)c2ccccc2)c(=O)c2cc(C)ccc21,-11,5,-20,3,6,8,-1,3,-9,-10,-1
COc1ccc(C(CC(=O)c2ccc(C)cc2)Nc2ccc([N+](=O)[O-])cc2)cc1 (centres undefined),0,-12,-9,20,2,3,32,-9,-2,-3,-2
O=C(COc1ccc(F)cc1)NCC1CCCO1 (centres undefined),-5,-19,-8,-2,-7,4,-7,-11,7,10,-15
CC(=O)c1cc2c(cc1NC(=O)Cn1nc(-c3ccc(C)cc3)ccc1=O)OCO2,-6,-24,0,-1,0,0,24,-8,-14,-11,-6
COc1ccc(C(c2nnnn2C2CCCC2)N2CCN(C3CCCC3)CC2)cc1OC (centres undefined),-6,5,-1,24,-6,-4,4,-1,3,-10,0
CC1(C)C(=O)Nc2ccccc2N1C(=O)COC(=O)CSc1ccc(Cl)cc1,3,6,-14,-18,6,0,-7,11,-3,-9,-6
COC(=O)COc1ccc(S(=O)(=O)Nc2ccc3c(c2)OCCO3)cc1C,56*,34,1,9,56*,-1,3,1,10,-1,3
O=C1CC(c2ccccc2)n2nc(NC(=O)C3CCCO3)nc2N1 (centres undefined),-1,-12,-7,-6,18,-2,1,0,2,4,-5
CC(C)S(=O)(=O)C/C(N)=N/OC(=O)c1cc(Cl)cc(Cl)c1,-9,-7,6,-5,-9,/,7,0,6,-6,-8
O=C1OCCC1Sc1nc(-c2ccccc2)cs1 (centres undefined),7,24,9,1,-13,-1,-4,-19,5,7,-1
CC(C)(C)C(=O)Nc1nnc(SCC(=O)NC2CCCCC2)s1,2,2,7,13,0,5,4,10,1,-2,-3
COc1ccccc1-n1c(SCC(=O)Nc2ccccc2F)nc2[nH]ncc2c1=O,-3,9,-7,5,-2,-5,-1,-2,13,3,-2
CCn1cc(Cl)c(C(=O)Nc2cccc(C(F)(F)F)c2)n1,-53,-41,2,4,-25,13,-1,-5,-12,-19,-6
COc1ccc(C(=O)N(CCN2CCOCC2)CC(=O)NC2CCCC2)cc1OC,8,-5,-28,-2,10,-3,1,6,-9,1,10
COCCC(=O)N1CCC(Oc2ccc(C(=O)N3CCCC(CCCO)C3)cc2)CC1 (centres undefined),1,19,-22,-10,-8,11,-8,11,-1,-2,-3
COc1ccccc1NS(=O)(=O)c1ccc(N/N=C/c2c(C)nn(-c3ccccc3)c2N2CCCC2)c([N+](=O)[O-])c1,0,-16,9,5,13,7,-5,-2,7,23,-6
Cc1ccc(-c2nn3c(C)nnc3s2)cc1NCc1c(F)cccc1Cl,33,-13,-3,19,1,-4,0,-8,5,-21,-1
CC(C)(C)n1nnnc1C(c1cccnc1)N(Cc1ccccc1)Cc1ccco1 (centres undefined),-2,20,15,6,24,-14,10,12,6,11,-16
O=C(NNc1ccccc1[N+](=O)[O-])Nc1ccc(Cl)c(Cl)c1,55*,-1,20,-2,39,2,13,2,32,3,2
CC(=O)c1ccc(S(=O)(=O)N2CCN(C(=O)c3cccc(S(=O)(=O)N4CC(C)OC(C)C4)c3)CC2)cc1 (centres undefined),3,-14,-5,-2,8,-5,11,2,-6,-6,-23
COC(=O)[C@]12CCCCC=C1N(Cc1ccco1)C(=O)[C@H](CC(=O)NCc1ccc(OC)c(OC)c1)C2,7,-50,/,-5,-5,/,-5,2,/,-10,/
O=C(CN1C(=O)NC2(CCCCCC2)C1=O)Nc1ccc(S(=O)(=O)N2CCOCC2)cc1,-6,-32,-8,-9,-5,0,-2,10,5,-22,-18
Cn1c(=O)c2c(nc(N3CCOCC3)n2Cc2c(F)cccc2Cl)n(C)c1=O,-5,-18,11,-7,9,1,8,-8,3,16,-6
OC1(c2ccccc2F)CCN(Cc2nnnn2Cc2ccc(F)cc2)CC1,10,-6,8,1,13,10,-5,-5,4,2,-28
O=C(O)CCCn1cc(NC(=O)c2ccc(Br)o2)cn1,-7,13,-2,13,-1,-10,-10,14,-4,-2,-14

# Next entries.
SMILES,TROY signal inh,NCOA2 inhibitor,SRC3 inh,NR5A2 inv ag,TWEAK Fn14 block,TLR9-MyD88 inh,TRAIL sens C8,NOD2-RIPK2 inh,LMP1 NFkB inh,COUP-TFII inh,SRC1 inh
CC(C)OC(=O)N(C)C[C@@H]1OCc2cn(nn2)CCCC(=O)N([C@@H](C)CO)C[C@H]1C,-3,-3,0,-9,-15,-3,-2,-2,2,-2,1
COc1ccc([C@@H]2[C@@H]3C(=O)N(C(C)(C)C)C(=O)[C@@H]3[C@]3(Cc4ccccc4)C(=O)N(c4ccccc4)C(=O)N23)cc1,-2,-18,16,15,4,-6,-12,1,-2,-7,9
O=C1Cc2cc(S(=O)(=O)Nc3cccc([N+](=O)[O-])c3)cc3c2N1CCC3,-4,1,7,-8,23,-17,-2,-8,4,5,17
CCOC(=O)C1CCN(C(=O)CCS(=O)(=O)c2ccc3c(c2)CCN3C(C)=O)CC1,2,14,-31,-12,12,-9,-7,-10,-1,7,-4
CN(CC(=O)Nc1cccc(F)c1)CC(=O)N1CCc2ccccc21,4,-6,8,-8,5,1,-2,-8,3,-2,-12
C[C@H]1CN([C@@H](C)CO)C(=O)Cc2cc(NC(=O)Cn3cnnn3)ccc2O[C@H]1CN(C)Cc1ccncc1,-8,-28,4,1,10,1,-3,5,-1,-10,5
Cc1cccc(NC(=O)c2cc(Cl)ccc2[N+](=O)[O-])c1,12,4,44,54,-9,0,-2,5,3,15,32
C=CCn1c(COc2ccc(F)cc2)nnc1SCC(=O)NC1CCCC1,2,-17,12,2,6,-1,-13,4,3,21,-10
O=C(Nc1ccc2c(c1)OCO2)C1CCCN1C(=O)Nc1ccccc1F (centres undefined),17,-19,-3,-7,22,-7,29,-11,-7,16,19
O=C(NCCc1ccccc1)c1cccc(NC(=O)C2CCCC2)c1,-54,-64,-57,-43,-7,-6,-13,-9,-14,-25,-51
COc1ccc(C2C(C(=O)N3CCCCC3)CCC(=O)N2c2cc(OC)c(OC)c(OC)c2)cc1 (centres undefined),-13,/,3,-14,-8,-8,6,-12,-5,/,-46
O=C(CCCl)Nc1ccc(S(=O)(=O)NCc2ccco2)cc1,20,-1,-6,-1,13,-4,0,-18,0,-16,6
CCOc1ccc(S(=O)(=O)N2CCN(C(=O)C3CCC3)CC2)cc1,9,7,7,11,1,3,0,-5,0,7,-23
Cc1onc(-c2ccccc2Cl)c1C(=O)NCCN1CCOCC1,20,-19,13,-8,8,-5,22,0,29,-8,-28
Cc1ccc(C(=O)CSc2nnc(-c3ccccc3)n2-c2ccccc2)o1,7,-18,-4,-40,8,6,15,-10,4,19,-11
COc1ccccc1CNC(=O)c1sccc1-c1ccccc1,-3,-6,-4,8,7,-10,8,-4,-3,8,8
Cc1nc(-c2ccc(S(=O)(=O)Oc3ccc(Cl)cc3Cl)s2)cs1,26,21,16,-24,27,-3,17,0,-5,1,-18
Cc1cc(C)n2cc(CSc3nnc(-c4ccccc4)o3)nc2n1,-22,-1,21,18,-10,-6,-2,-7,1,-15,5
O=C(COC(=O)Cc1ccc(F)cc1)NC(=O)c1ccccc1,-30,27,-6,-23,-3,-4,0,-9,-5,-11,-6
COCc1nnc(NS(=O)(=O)c2ccc(C)cc2)s1,-9,-3,-1,-3,1,8,-6,-8,-8,2,-8

# This is a subset; count on the stated rates, not on these rows.
